SIAE primary: blocks human sialic acid acetylesterase; Q9HAT2; SIAE FP-Rh probe binding, fluorescence polarization; inhibition, % at 9.66 µM; 370,000 compounds, 0.69% hits; AID 1053197;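 active = inhibition above a cutoff: mean of compounds within the control limits plus 3 SD of those, cut at about 17% in these data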;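 note: 0% = plate median of compound wells and 100% = probe without SIAE protein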
TDP2 inh: TDP2 (human) inhibition, absorbance primary screen; recombinant TDP2, T5PNP hydrolysis, p-nitrophenol absorbance 415 nm; inhibition, % at 12.8 µM; 370,000 compounds, 0.34% hits; O95551;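 active = inhibition above the mean of all tested compounds plus 3 SD, set per campaign, cut at about 25% in these data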;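 note: 0% = DMSO with enzyme and 100% = buffer with substrate but no TDP2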
Target sequence (O95551 whole entry, looked up): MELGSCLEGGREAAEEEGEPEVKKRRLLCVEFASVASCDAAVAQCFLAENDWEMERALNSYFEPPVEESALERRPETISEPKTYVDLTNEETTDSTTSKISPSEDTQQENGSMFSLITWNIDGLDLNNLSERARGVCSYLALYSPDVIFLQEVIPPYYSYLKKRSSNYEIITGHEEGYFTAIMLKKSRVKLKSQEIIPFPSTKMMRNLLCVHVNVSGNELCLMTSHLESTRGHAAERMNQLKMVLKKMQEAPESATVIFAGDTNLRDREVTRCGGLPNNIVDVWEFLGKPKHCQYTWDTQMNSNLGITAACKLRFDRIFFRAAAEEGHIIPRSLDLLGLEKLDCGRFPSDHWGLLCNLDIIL
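System: recombinant human TDP2 / Amount: 120 nM TDP2 per well / Also added: 5 mM T5PNP chromogenic substrate / Doses: 12.8 µM single point, 1% DMSO / Incubation: 2 h at 37 °C / Detection: p-Nitrophenol epi absorbance / Evaluation: % inhibition relative to enzyme-containing and enzyme-free wells / Repeats: singlicate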
UHRF1 MBD2 ctr: UHRF1 methyl-DNA binding inhibition. Q96T88. UHRF1 binding to methylated oligo, TR-FRET. inhibition, % at 4.4 µM. 370,000 compounds, 0.75% hits. AID 687016; in the data active = inhibition above about 21%;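 note: UHRF1 SRA domain binding a hemimethylated CpG hairpin DNA probe; 0% = median of test compound wells and 100% = reference inhibitor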
DDE Tn7 FP inh: disrupts Tn7 cyclic peptide binding to fibrin D-Dimer-E complex | P02675 | FP displacement of FITC-Tn7 peptide from fibrin DD(E); 0% = median of compound wells per plate | inhibition, % at 8.3 µM | 370,000 compounds, 0.13% hits;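 active = inhibition above the mean of compounds falling within the control limits plus 3 SD of them, cut at about 14% in these data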;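 note: 0% = plate median of compound wells and 100% = 10 µM Aha-Tn7 peptide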
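system = human fibrin DD(E) protein | quantity = DD(E) 2 µM final | medium = Tris/NaCl/CaCl2 buffer, pH 7.8 | also added = labelled Tn7 tracer, 0.1 µM | compound dosing = single point at 8.3 µM | timing = compound with protein 10 min, then 3 h after probe, room temperature | signal = FP measurement | benchmarks = Aha-Tn7 high control | repeats = one replicate per compound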
KLK7 zymogen act: activates the human kallikrein-7 zymogen | 370,000 compounds, 0.9% hits | activation, % at 7 µM | purified proKLK7, EDANS-DABCYL substrate fluorescence; 100% is mature enzyme control, 0% vehicle | P49862;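 active = activation above the mean of all tested compounds plus 3 SD, computed per campaign excluding outliers beyond control limits, cut at about 13% in these data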
Target sequence (P49862 whole entry, looked up): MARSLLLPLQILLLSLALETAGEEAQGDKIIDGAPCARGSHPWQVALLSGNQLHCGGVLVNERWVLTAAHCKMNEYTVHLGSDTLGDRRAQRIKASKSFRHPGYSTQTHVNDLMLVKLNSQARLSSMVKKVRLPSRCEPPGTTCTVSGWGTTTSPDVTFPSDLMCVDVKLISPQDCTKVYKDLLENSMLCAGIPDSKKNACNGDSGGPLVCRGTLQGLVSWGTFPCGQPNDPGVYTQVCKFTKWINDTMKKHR
MBD2 inh: MBD2-methylated oligo binding inhibition; Q9UBB5; 370,000 compounds, 0.31% hits; TR-FRET, MBD2 binding to methylated oligonucleotide; inhibition, % at 4.4 µM; AID 686964; in the data active = inhibition above about 13%
TCR CD3 inh: inhibitors of human TCR-CD3 interaction. TAMRA-labeled TCR probe fluorescence, biochemical. inhibition, % at 9.4 µM. 360,000 compounds, 0.37% hits; in the data active = inhibition above about 19%;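 note: recombinant mutant TCR 2C K166C tagged with TAMRA read by polarization; 0% = receptor in buffer alone and 100% = receptor with positive control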
PRMT1 inh: PRMT1 (human) inhibition, primary screen. AID 652257. 370,000 compounds, 1.3% hits. inhibition, % at 2.79 µM. recombinant PRMT1, activity-based probe fluorescence polarization;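 active = inhibition above about 21% made by adding two undisclosed values, limit read from the data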
Target sequence (Q99873 whole entry, looked up): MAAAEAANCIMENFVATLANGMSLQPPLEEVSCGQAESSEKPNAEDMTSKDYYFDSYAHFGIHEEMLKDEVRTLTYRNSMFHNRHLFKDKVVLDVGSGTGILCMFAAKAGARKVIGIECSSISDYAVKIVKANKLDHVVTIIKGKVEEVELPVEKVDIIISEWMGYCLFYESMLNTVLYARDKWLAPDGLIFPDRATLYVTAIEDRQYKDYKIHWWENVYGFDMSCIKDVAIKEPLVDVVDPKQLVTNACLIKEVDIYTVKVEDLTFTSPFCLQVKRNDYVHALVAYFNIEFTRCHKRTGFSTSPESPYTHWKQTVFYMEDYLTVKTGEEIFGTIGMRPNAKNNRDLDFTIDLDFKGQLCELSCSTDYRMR
LEDGF integ inh: blocks HIV-1 LEDGF/p75-dependent DNA integration | AID 743269 | 370,000 compounds, 0.64% hits | inhibition, % at 3.7 µM | TR-FRET IN-LEDGF/p75 DNA integration, Eu/Cy5;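 active = inhibition above the screen-wide mean plus 3 SD, cut at about 13% in these data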;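 note: signal is the Cy5 over europium emission ratio at 671 and 618 nm; 0% = plate median of compound wells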
Tn6 DDE FP: disrupts Tn6 cyclic peptide binding to fibrin D-Dimer-E complex; Fibrin DD(E) TRITC-Tn6 fluorescence polarization displacement; inhibition, % at 8.3 µM; 370,000 compounds, 0.21% hits;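 active = inhibition above a per-campaign cutoff: mean of compounds within control limits plus 3 SD, cut at about 15% in these data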;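 note: 0% = median of all compound wells on the plate and 100% = blocking peptide control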
The depositor's hits bear a star; · = no result given. Outcome played no part in choosing rows; 4.6% or so of the library scored in one or more.

SMILES | SIAE primary | TDP2 inh | UHRF1 MBD2 ctr | DDE Tn7 FP inh | KLK7 zymogen act | MBD2 inh | TCR CD3 inh | PRMT1 inh | LEDGF integ inh | Tn6 DDE FP
COC(=O)C1=C(COc2ccccc2)NC(=O)NC1c1ccc2ccccc2c1 (configuration not stated) | -5 | 8 | 1 | -1 | 0.0 | 0 | 4 | 1 | 0 | 1
CC1=C(C(=O)N2CCOCC2)CC(CC(=O)NCCCCc2ccccc2)C(=O)N1Cc1ccc(F)cc1 (configuration not stated) | -4 | 2 | 7 | 2 | 0.6 | 2 | 1 | -5 | 0 | -5
O=C(CSc1nncn1-c1ccccn1)Nc1ccccc1Cl | -3 | 9 | 0 | 7 | -0.2 | 4 | -4 | 2 | -5 | 0
COC(=O)c1ccc2c(=O)n(Cc3ccco3)c(SCC(=O)Nc3ccccc3Cl)nc2c1 | -2 | -9 | 0 | -5 | -0.7 | -5 | 5 | 8 | 5 | -7
O=C(c1ccco1)N1CCN(C2CN(C3CCCC3)S(=O)(=O)C2)CC1 (configuration not stated) | -2 | -6 | 0 | -10 | -0.7 | -8 | 1 | -7 | 1 | -2
O=C(OCc1ccccc1)/C(=C/c1cccc2ccccc12)NC(=O)c1ccccc1 | 3 | -2 | 8 | -3 | 0.3 | 0 | 5 | -3 | 1 | 5
C=CCn1c(SCC(=O)c2cccs2)nc2sc(CC)cc2c1=O | -1 | 2 | 1 | -5 | -0.2 | 5 | 1 | 1 | -2 | -1
CC[C@@H](CCCCCC#N)CCC(=O)N(c1ccccc1)c1ccccc1 | 9 | -2 | -1 | 10 | 0.1 | 2 | · | -2 | -1 | -1
O=C(N/C=N/OCc1ccc(Cl)cc1Cl)NOCc1ncc(C(F)(F)F)cc1Cl | -6 | -5 | -2 | -12 | 1.1 | -5 | 6 | 1 | 0 | 0
Clc1ccccc1/C=N/NC1=Nc2cccc3cccc1c23 | 0 | 1 | -4 | 0 | 1.8 | 2 | 0 | 0 | -2 | -2
O=C(CCc1nnc2ccc(N3CCCCC3)nn12)NCc1ccco1 | -6 | 11 | 25* | 7 | 0.4 | 3 | 2 | 0 | 2 | 11
NC(=O)c1cc[n+](CC(=O)c2ccc(NC(=O)c3ccccc3)cc2)cc1 | -11 | -4 | 5 | 3 | -8.7 | 0 | -2 | 5 | 2 | 1
Cc1cc(C(=O)Nc2ccc(S(=O)(=O)N3CCCC3)cc2)no1 | -1 | 6 | 1 | 3 | -0.2 | 1 | 0 | 0 | -4 | 3
COc1ccc(NC(=O)CSc2ccc3nnc(-c4cccnc4)n3n2)cc1OC | 3 | -10 | 1 | 3 | 0.0 | -3 | -3 | 7 | -2 | 3
CCCNC(=O)C1(C)CCN(C(=O)Cc2ccc(OC)c(OC)c2)C1 (configuration not stated) | -3 | 2 | 1 | -4 | 0.4 | 3 | 5 | -2 | 2 | 3
COc1ccc(CNS(=O)(=O)c2cc(-c3cc(C)no3)ccc2OC)cc1OC | 2 | 10 | -2 | 1 | 0.1 | -7 | 0 | -2 | 1 | -2
Cc1cccc(N2CCN(C(=O)c3cc(S(=O)(=O)N4CCCC4)cn3C)CC2)c1C | -2 | -12 | 1 | -9 | 0.3 | -2 | -5 | 0 | 3 | 6
CCOc1ccc(CCNC(=O)COC(=O)COc2ccc(Br)cc2)cc1OCC | -3 | -8 | -3 | 10 | 0.1 | -6 | -2 | -8 | 4 | 0
O=c1c2ccccc2c(/C=N/n2cnnc2)c(O)n1-c1ccccc1F | 8 | -1 | 0 | 0 | 4.0 | 1 | 2 | 3 | -3 | -4
COc1ccc(-n2nnc3c(SCC(=O)NCC4CCCO4)ncnc32)cc1 (configuration not stated) | -1 | 2 | -1 | -4 | -0.5 | 5 | 1 | 1 | -2 | 5
O=C(c1n[nH]c2ccccc12)N1CCN(S(=O)(=O)c2ccc(Cl)cc2)CC1 | 12 | 0 | 5 | 3 | -0.5 | 1 | -5 | 4 | -3 | 7
O=C(Nc1nc(-c2ccco2)cs1)c1ccccc1 | -6 | -11 | -2 | 1 | -1.1 | -2 | 4 | 3 | 1 | 11
O=C(CCC(=O)c1ccc(-c2ccccc2)cc1)Nc1cccnc1 | -6 | 1 | -3 | -6 | -0.3 | -2 | 3 | -2 | 5 | 0
O=C(Cc1nc2ccccc2[nH]1)c1ccc([N+](=O)[O-])cc1 | -1 | 7 | 0 | -5 | 0.4 | -3 | 2 | 0 | -4 | 0
CCc1ccc(NC(=O)COc2ccc3c(c2)OCO3)cc1 | 2 | -10 | 1 | -1 | 0.2 | -3 | -7 | 0 | 1 | -3
CC(C)OP(=O)(OC(C)C)C(NC(=O)c1ccc(Br)cc1)c1ccccc1 (configuration not stated) | 2 | 4 | -1 | 3 | 0.0 | -5 | 2 | 0 | -3 | -6
CC1CCN(C(=O)c2cc(-c3ccc4c(c3)OCO4)on2)CC1 | 10 | 5 | -2 | 0 | 0.4 | 0 | 0 | -6 | 7 | -5
CCc1nc2c(OCc3ccc(OC(F)F)cc3)cccn2c1N(C)C(=O)c1ccc(OC)cc1 | 2 | 8 | 0 | -3 | 0.5 | -3 | 6 | 1 | 0 | 4
Cc1cc(NC2CCCC2)n2nc(C)c(-c3ccccc3)c2n1 | -3 | -18 | 2 | 1 | 0.8 | -3 | -2 | -2 | -1 | 5
Cc1nc2scc(-c3cccs3)c2c(=O)n1N | -1 | -3 | 0 | 4 | -0.4 | -2 | 1 | 0 | 0 | 3

One compound at a time, from the list above. Order of screens: SIAE primary	TDP2 inh	UHRF1 MBD2 ctr	DDE Tn7 FP inh	KLK7 zymogen act	MBD2 inh	TCR CD3 inh	PRMT1 inh	LEDGF integ inh	Tn6 DDE FP
`O=C(CCc1nnc2ccc(N3CCCCC3)nn12)NCc1ccco1` across the screens: -6	11	25*	7	0.4	3	2	0	2	11
`CCc1ccc(NC(=O)COc2ccc3c(c2)OCO3)cc1` across the screens: 2	-10	1	-1	0.2	-3	-7	0	1	-3

The list continues.
SMILES | SIAE primary | TDP2 inh | UHRF1 MBD2 ctr | DDE Tn7 FP inh | KLK7 zymogen act | MBD2 inh | TCR CD3 inh | PRMT1 inh | LEDGF integ inh | Tn6 DDE FP
CC(C)(C)NC(=O)CSc1nc(N)cc(=O)[nH]1 | 2 | 17 | -2 | 5 | 0.0 | -6 | 1 | -3 | 0 | -2
O=C(NCCCN1CCCC1)c1ccc2c(c1)N(Cc1cccc(Cl)c1)C(=O)c1ccccc1S2(=O)=O | -17 | 5 | 0 | 7 | 0.1 | 0 | 4 | -2 | 0 | 0
O=C(OCc1ccc(Cl)cc1)c1cnccn1 | 3 | -12 | 0 | 1 | 0.1 | 2 | 4 | -1 | -3 | 3
O=C(NCCNc1ccc(Cl)cc1[N+](=O)[O-])c1cccnc1 | 8 | 2 | -19 | -5 | 0.0 | -18 | 2 | -2 | 4 | 1
CCOc1ccc(N(CC(=O)N2CCOCC2)S(=O)(=O)c2ccc(F)cc2)cc1 | 3 | 7 | 1 | -6 | 0.3 | -4 | 6 | 2 | 1 | -2
CCOC(=O)C1(C(F)(F)F)N=C(N(C)C)OC(N(C)C)=N1 | 7 | 8 | 2 | 4 | 0.5 | -2 | 1 | 1 | -1 | 3
O=C(Cc1ccccc1[N+](=O)[O-])N/N=C/c1cccnc1 | 10 | -11 | -2 | 1 | 0.4 | 1 | 1 | -1 | -3 | 8
O=C(Cn1cc(C(F)(F)F)cc(Cl)c1=O)NC1CCS(=O)(=O)C1 (configuration not stated) | 10 | 11 | 13 | 8 | -0.7 | -2 | -10 | 1 | -1 | 1
CCOc1ccccc1NC(=O)COC(=O)c1ccc(S(=O)(=O)N2CCCC2)cc1 | -3 | -2 | 3 | -6 | -0.1 | 0 | -2 | -3 | 2 | 4
COc1ccc(Cl)cc1S(=O)(=O)N1CCC(C(=O)NCc2ccccn2)CC1 | 6 | -2 | 0 | -3 | 0.2 | 3 | 1 | 1 | 0 | 5
CCCCCn1c(CN2CCN(c3cc(Cl)ccc3C)CC2)nc2c1c(=O)[nH]c(=O)n2C | 9 | 4 | -1 | -3 | 0.1 | -3 | 4 | -1 | -1 | -3
CCOc1cc(CNc2ccc3c(c2)OCCO3)cc(Br)c1OCC(N)=O | 7 | 12 | 0 | 0 | -0.1 | 2 | -8 | 0 | 0 | 2
Cc1ccccc1OCCCn1c(=O)sc2ccccc21 | 5 | -5 | 4 | 4 | -0.1 | -1 | -2 | 1 | -1 | 3
COC(=O)c1nnn(-c2nc(N(C)C)nc(N(C)C)n2)c1C | 2 | -8 | -1 | -6 | 0.6 | 1 | 2 | -4 | 3 | -3
COc1ccc2c(CC(=O)Nc3ncc(C)s3)coc2c1 | 6 | 15 | -4 | 2 | 0.0 | -2 | 0 | 0 | -3 | 10
COC(=O)C1SCCN1S(=O)(=O)c1ccc(Cl)cc1 (configuration not stated) | 1 | 6 | 3 | -3 | 0.5 | -2 | 10 | -1 | 4 | 2
CC(=O)Nc1ccc(NC(=O)CN(c2cccc(C(C)=O)c2)S(C)(=O)=O)cc1 | -2 | -14 | -1 | -3 | -0.7 | -1 | 0 | -2 | 3 | -2
CN(C)c1ccc(/C=N/NC(=O)c2ccc(NC(=O)c3ccccc3)cc2)cc1 | -1 | -3 | -1 | -8 | 1.5 | 0 | 4 | -6 | -2 | -2
CC1CCN(CCCCOc2cccc(C(C)C)c2)CC1 | 1 | 11 | -2 | 4 | 0.6 | 3 | -3 | 0 | -4 | 5
COC(=O)c1ccc(OC(=O)CCS(=O)(=O)c2ccc(C)cc2)cc1 | -3 | -6 | -1 | 2 | -0.3 | 2 | -3 | -1 | 2 | 0
CCOc1ccc2ccccc2c1C1NC(=S)N(C)C(C)=C1C(=O)OC (configuration not stated) | 0 | -17 | -4 | 0 | -0.2 | 3 | 3 | 0 | 7 | 5
O=C(CCNS(=O)(=O)c1ccc(Cl)cc1)OCC(=O)N1CCN(C(=O)c2ccco2)CC1 | -1 | 18 | 2 | 3 | 0.2 | -3 | -5 | 0 | -3 | -5
COC(CN(C(=O)CCl)C(C(=O)NC1CCCCC1)c1ccc(C)cc1)OC (configuration not stated) | -14 | -3 | 4 | 3 | 0.2 | -3 | -7 | 2 | -5 | -5
COc1ccc(NC(=S)N/C(=N/CS(=O)(=O)c2ccccc2)c2ccccc2)cc1 | 2 | 0 | -3 | -2 | 0.9 | -5 | 4 | 4 | 4 | -8
NC(=O)C1CCN(Cc2nnnn2Cc2ccco2)CC1 | -3 | 6 | 1 | -4 | 0.8 | 1 | -4 | 1 | 0 | 1
COc1ccc(C=C(C#N)c2ccc(OC)cc2)cc1 | 6 | 4 | 1 | -6 | -0.6 | 5 | -4 | 4 | 3 | -4
COC(=O)c1ccc2nc(C3CCCCC3)c3c(c2c1)CCC3 | -4 | -2 | -2 | -2 | 0.4 | 0 | 8 | -1 | 0 | -3
COC(=O)c1ccc(C(=O)N(C)C2CCCN(Cc3ccccc3F)C2)cc1 (configuration not stated) | -1 | 11 | -2 | -7 | 0.2 | -1 | -1 | 2 | -3 | 0

Source: PubChem (The Scripps Research Institute Molecular Screening Center)
